NS5 inhibitors = Dengue-2 NS5 methyltransferase inhibitors, primary screen, biochemical, confirmation dose response (AID 588689); one-dose inhibition, % at 25 µM; IC50 in µM for titrated hits; 0.3% of 340,000 active; Dengue-2 NS5 methyltransferase capping enzyme assay, biochemical; higher % means a stronger effect; Genome polyprotein (Dengue virus type 2 (strain 16681-PDK53)); in the data active means a potency from the dose series; inconclusive means inhibition above about 29% without an active follow-up result
MgcRacGAP inhibition = MgcRacGAP GTPase-activating activity inhibitors, confirmation, biochemical, ADP Hunter fluorescence. Rac GTPase-activating protein 1 (Homo sapiens). MgcRacGAP-stimulated Rac1 GTP hydrolysis, ADP Hunter fluorescence; higher % means a stronger effect; GST-tagged Rac1 F28L mutant substrate. inhibition, % at 30 µM; hits with a dose series show IC50 in µM. 0.6% of 340,000 active. AID 624330, 2012;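 active means first-screen hits whose inhibition reached a set limit at any dose in the follow-up dose series; inconclusive means inhibition above the set first-screen limit but never retested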;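 further: fluorescence reports GDP produced by GAP-driven GTP hydrolysis; strong numbers were not always called active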
West Nile antiviral = West Nile virus antiviral activity, cell-based, CPE readout (AID 1621). West Nile virus-infected cells, CPE inhibition; higher % means a stronger effect. CPE inhibition, % at 10 µM, or IC50 in µM where a hit was titrated. 0.02% of 290,000 active; in the data active means a potency from the dose series; inconclusive means CPE inhibition mostly from about 3.7% at the one dose, without a potency; inactive means the rest, 99 in 100 with CPE inhibition below about 2.2%; further: strong numbers were not always called active
Siah-1 displacement = Siah-1 peptide-binding antagonists, primary screen, biochemical, fluorescence polarization, rhodamine-plectin, uHTS (AID 1817); E3 ubiquitin-protein ligase SIAH1 (Homo sapiens); Siah-1 / rhodamine-plectin peptide fluorescence polarization; higher % means a stronger effect; displacement, % at 20 µM; hits with a dose series show IC50 in µM; 0.02% of 290,000 active;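 active means displacement of at least 50% at 20 µM, with a fluorescence ratio check between 0.3 and a set limit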;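 further: plate controls were Siah plus tracer with DMSO for no effect and tracer alone without Siah for full effect; strong numbers were not always called active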
AID2073 = inhibitors of Mint1-CaV2.2 protein interaction, biochemical, HTRF (AID 2073) | Voltage-dependent N-type calcium channel subunit alpha-1B (Homo sapiens) | HTRF protein-protein interaction, Mint1-CaV2.2; higher % means a stronger effect | inhibition, % at 20 µM; hits with a dose series show IC50 in µM | 0.19% of 290,000 active; in the data active means inhibition mostly above about 51%, no sharp cut-off; inconclusive means no clear call, values can overlap the other calls; inactive means mostly below about 53%; further: some results filed as inactive read as strong as hits
NTR1 agonist = agonists of NTR1, primary screen, imaging, U2OS cells, beta-arrestin-GFP, high content (AID 493036); 0.17% of 330,000 active; activation, % at 20 µM; NTR1-U2OS beta-arrestin-GFP spot imaging, agonist mode; Neurotensin receptor type 1 (Homo sapiens), P30989;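 active means activation at or above 40% of the spot to cytoplasm intensity ratio, with at least 20 cells analyzed; inconclusive means wells under 20 cells, flagged as cytotoxic or low count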;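 further: 0% = DMSO without peptide and 100% = 100 nM NTR1 peptide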
Target sequence (P30989 whole entry, looked up): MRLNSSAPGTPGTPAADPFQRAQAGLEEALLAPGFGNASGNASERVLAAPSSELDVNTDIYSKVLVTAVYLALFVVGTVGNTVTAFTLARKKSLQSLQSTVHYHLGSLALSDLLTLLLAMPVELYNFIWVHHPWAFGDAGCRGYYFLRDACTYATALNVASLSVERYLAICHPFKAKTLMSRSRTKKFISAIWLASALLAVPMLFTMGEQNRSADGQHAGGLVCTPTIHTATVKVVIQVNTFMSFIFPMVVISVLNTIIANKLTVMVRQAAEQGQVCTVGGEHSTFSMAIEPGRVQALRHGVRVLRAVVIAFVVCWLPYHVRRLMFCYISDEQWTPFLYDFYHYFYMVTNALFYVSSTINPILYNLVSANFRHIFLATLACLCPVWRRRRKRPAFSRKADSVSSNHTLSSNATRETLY
Large T inhibition = SV40 large T antigen inhibitors, biochemical (AID 1903); SV40 large T antigen ATPase/helicase inhibition assay; higher % means a stronger effect; inhibition, % at 20 µM; hits with a dose series show IC50 in µM; 0.39% of 310,000 active; in the data active means a potency from the dose series; inconclusive means inhibition mostly from about 32% at the one dose, without a potency; inactive means the rest, 99 in 100 with inhibition below about 32%; further: strong numbers were not always called active
UTI89 phage lysis = inhibition of K1F phage lysis, E. coli UTI89, bacterial capsule biogenesis inhibitors, alamar blue (AID 488966). E. coli UTI89 K1F phage lysis, alamar blue, 2 h; higher % means a stronger effect. inhibition, % at 100 µM; hits with a dose series show IC50 in µM. 0.02% of 340,000 active;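 active means phage lysis inhibition, versus mean bacterial control, above a set limit; inconclusive means no clear call, values can overlap the other calls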;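 further: capsule biogenesis inhibitors block K1F phage lysis so surviving cells raise fluorescence; higher fluorescence means more inhibition of phage lysis; actives were called in the ten point dose series up to 300 µM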
RSV CPE inhibition = RSV antiviral activity via CPE protection, HEp-2 cells, primary 10 µM value included (AID 2391); HEp-2 cells, RSV-induced CPE inhibition; higher % means a stronger effect; one-dose CPE inhibition, % at 10 µM; IC50 in µM for titrated hits; 0.13% of 310,000 active; in the data active means a potency from the dose series; inconclusive means CPE inhibition mostly from about 23% at the one dose, without a potency; inactive means the rest, 99 in 100 with CPE inhibition below about 21%; further: strong numbers were not always called active
NTR1 agonist cell count 20 µM = second read-out of NTR1 agonist, no call of its own (marks repeat the call); cell count; measured here: cell count, cytotoxicity flag
NS5 inhibitors pilot replicate = second read-out of NS5 inhibitors, no call of its own (marks repeat the call); inhibition, %; measured here: pilot screen replicate inhibition
* marks the source's active call; other numbers are inactive results; u = inconclusive; x = no result given; [ ] = another dose, or the depositor's remark.

SMILES | NS5 inhibitors | MgcRacGAP inhibition | West Nile antiviral | Siah-1 displacement | AID2073 | NTR1 agonist | NTR1 agonist cell count 20 µM | Large T inhibition | UTI89 phage lysis | RSV CPE inhibition | others
COc1ccc(O)c(CN2CCC(n3nccc3NC(=O)c3ccccc3Cl)CC2)c1 | -3% | 3% | -1.1% | -5% | -1% | 0.4 | 62 | 11% | 1.4% | 0.4%
COc1ccc2c(OC)c3ccoc3nc2c1OC | -3% | 6% | u | -6% | 49% | -1.9 | 81 | 6% | -0.2% | 16%
Cc1noc(C)c1COC(=O)c1csc2c1CCCC2 | -12% | 6% | x | x | x | 1.1 | 61 | x | 0.3%[50 µM] | x
CS(=O)(=O)n1nc(-c2ccc(Cl)cc2)nc1SCc1ccccc1 | -5% | 6% | 0.8% | 2% | 1% | 5.3 | 78 | 12% | 1.5% | 3.1%
C=CCn1c(SCC(=O)N(CCOC)c2c(N)n(CCCC)c(=O)[nH]c2=O)nnc1-c1ccc(Cl)cc1 | 0% | 2% | x | x | x | 1.0 | 99 | 8% | 1.2%[50 µM] | -2.4%
COc1cccc(NC(=S)N(Cc2cccc(Br)c2)CC2CCC(C(=O)O)CC2)c1 (stereo unspecified) | -4% | -8% | 0.0% | 2% | -4% | -0.3 | 48 | 7% | 0.2% | -0.9%
O=C(CN1CCN(C(=O)c2ccc(OCc3cn4ccccc4n3)cc2)CC1)Nc1cccc(F)c1 | -7% | 6% | x | x | x | -1.1 | 57 | x | 7.0% | x
Cc1cc(C)c2ccc(=S)[nH]c2n1 | 5% | -4% | 0.1% | -3% | -12% | 2.6 | 54 | 19% | 0.1% | 2.2%
COc1ccc(C(CNC(=O)c2oc3c(Cl)cccc3c2C)N2CCCC2)cc1 (stereo unspecified) | -2% | 3% | x | x | x | 4.8 | 58 | 12% | 0.3% | 0.9%
COc1ccc(N(CC(=O)NCc2ccncc2)S(=O)(=O)c2ccccc2[N+](=O)[O-])c(OC)c1 | -8% | 11% | -0.6% | 11% | 14% | -1.1 | 77 | 2% | 0.2% | 1.1%
COc1cc(/C=C(/NC(=O)c2ccccc2)C(=O)Nc2cccc(O)c2)c([N+](=O)[O-])cc1OC | 3% | -6% | x | 1% | -3% | 4.8 | 80 | 12% | -0.5% | 3.0%
O=C(CSc1nnc(CNC(=O)c2ccc(F)cc2)o1)NCc1ccc2c(c1)OCO2 | 3% | 9% | 0.3% | -4% | 23% | 0.0 | 59 | 7% | -0.1% | 1.4%
COc1ccc(/C=C2/SC(=S)N(CCCC(=O)Nc3ccc(O)cc3)C2=O)cc1 | -4% | 19% | 3.1% | -5% | -2% | 4.6 | 63 | 5% | 0.2% | -1.1%
O=C(NCC1CCCO1)C1CCN(C2CCN(C3CCCCCC3)CC2)CC1 (stereo unspecified) | 0% | 5% | -0.2% | 1% | 9% | 0.2 | 46 | 7% | 0.2% | -1.1%
CC(=O)c1c(N2CCOCC2)nc(=O)n(-c2ccccc2)c1C | -3% | 1% | 0.3% | 2% | -3% | 3.5 | 58 | 13% | 4.1% | 1.7%
C/C(CCN1CCc2nc(-c3ccccc3)c(-c3ccccc3)cc2C1)=N\O[C@@H](C)c1cc(-c2c(C)cc(C)cc2C)no1 | -2% | 5% | x | -4% | 8% | -1.1 | 85 | 17% | -0.6% | 4.3%
CN1C(=O)C2(NC(=O)c3ccccc3N2C)c2ccccc21 (stereo unspecified) | -4% | 13% | 0.4% | 5% | 7% | -1.0 | 73 | 10% | 0.3% | 0.7%
Cc1ccc(NC(=O)OCCNC(=O)OC(C)C)cc1 | -15% | 5% | -0.6% | -1% | 4% | -0.6 | 39 | 1% | 0.0% | -0.8%
Cc1cc(NC(=O)C(C)C)ncc1NC(=O)c1ccccn1 | -11% | 3% | 0.1% | 0% | 21% | -1.7 | 90 | -6% | 0.0% | 0.6%
COc1ccc(/C=N/NC(=O)c2ccc(-n3cnnn3)cc2)cc1 | -4% | 6% | x | x | x | -0.4 | 51 | x | 0.6%[50 µM] | x
Cc1ccc(OCCC(=O)OCC(=O)N2CCN(S(=O)(=O)c3ccc(C)cc3C)CC2)cc1 | -7% | 7% | x | x | x | 0.2 | 71 | 8% | 0.7%[50 µM] | 3.3%
Cc1ccccc1C(=O)NNC(=O)C12CC3CC(CC(C3)C1)C2 | -11% | 4% | 0.4% | -2% | 3% | 0.8 | 75 | 20% | 0.3% | 0.8%
COc1ccc(-n2nc3cc(C)c(NC(=O)c4cccnc4)cc3n2)cc1 | -1% | 8% | 0.4% | -1% | 24% | -0.1 | 44 | 5% | -0.1% | 1.6%
Nc1ncnc2c1ncn2[C@@H]1O[C@H](CNC(=O)[C@@H](N)Cc2ccccc2)[C@@H](O)[C@H]1O | -3% | 6% | x | x | x | -0.3 | 60 | x | 0.3% | x
Cc1ccc(-n2c(-c3ccccc3)n[nH]c2=S)c(C)c1 | 2% | -15% | 0.2% | -1% | 12% | 0.1 | 63 | -2% | -2.3% | 3.5%
COc1ccc(N2C(=O)c3ccc(NC(C)=O)cc3C2=O)cc1 | -4% | 10% | 0.4% | 0% | 6% | 0.1 | 79 | 13% | 0.2% | 2.0%
COc1ccc(-n2nnnc2SCC(=O)N2CCN(C(=O)c3ccco3)CC2)cc1OC | x | 8% | -0.1% | -5% | -3% | 1.3 | 38 | -1% | 0.2% | 0.8%
O=c1oc2cc(OCc3ccc(F)cc3F)ccc2cc1-c1ccccn1 | 4% | 6% | -0.1% | 2% | 16% | 4.2 | 80 | 2% | 0.8% | -0.6%
O=C(c1ccc([N+](=O)[O-])cc1)N1CCC(Cc2ccccc2)CC1 | 2% | 0% | -1.9% | -1% | 4% | 0.6 | 35 | 10% | 0.7% | 6.7%
COCc1cc(C)nc(SCC[N+](C)(C)CC(=O)c2ccc(Br)cc2)c1C#N | -5% | 5% | 0.4% | -6% | -8% | 0.4 | 43 | -1% | 0.5% | 3.6%
CCOC(=O)[C@H]1[C@H]2COc3cc(OC)ccc3[C@@H]2N2C(=O)CN(CC3CCCO3)C(=O)[C@@]12C (stereo partly specified) | -5% | 5% | x | x | x | -1.8 | 47 | x | 0.6% | 2.2%
CCN(C[C@H]1N[C@@](Cc2ccccc2)(C(=O)OC)[C@H]2C(=O)N(Cc3ccccc3)C(=O)[C@@H]12)C(=O)c1ccccc1 | -1% | 7% | x | x | x | 3.3 | 46 | x | 0.4% | x | NS5 inhibitors pilot replicate=-0.9
CCCCCc1ccc(OCCCC[n+]2ccccc2)c(CCCCC)c1 | -6% | 10% | -0.6% | 4% | -7% | 2.4 | 26 | 12% | -8.5% | -4.9%
COC(=O)c1ccc(CSC2=NC[C@@H]3[C@@H]4C(=O)N(C)C(=O)[C@@H]4[C@](C)(C(=O)OC)N23)cc1 | -1% | 10% | x | x | x | 1.9 | 66 | x | 0.0% | x | NS5 inhibitors pilot replicate=1.5
Oc1ccccc1-c1cc(-c2ccc(F)cc2)n[nH]1 | -12% | 19% | -1.2% | -1% | 2% | 13 | 52 | 5% | 0.2% | u
O=C(c1cnn2c(C(F)(F)F)cc(-c3cccs3)nc12)N1CCN(Cc2ccccc2)CC1 | -8% | 15% | 0.4% | 7% | 12% | 1.2 | 39 | 1% | 0.4% | -1.4%
O=c1c(C(c2ccc(Br)cc2)c2c(O)nc3n(c2=O)CCS3)c(O)nc2n1CCS2 | 12% | 16% | 0.6% | 0% | 6% | -0.4 | 48 | 31% | 0.1% | 0.5%
COC(=O)c1sccc1NC(=O)CC1NCCNC1=O (stereo unspecified) | -2% | 4% | 0.4% | -2% | 26% | 0.3 | 42 | 18% | 0.9% | 1.2%
Cc1ccc(/C=N/N2CCN(Cc3cccc4ccccc34)CC2)s1 | 6% | 12% | x | x | x | 0.3 | 68 | 6% | 0.3%[50 µM] | -1.3%
O=C(NC1CCN(Cc2ccccc2)CC1)c1cc(S(=O)(=O)Nc2ccc(F)cc2)ccc1Cl | 3% | 7% | x | x | x | 2.2 | 57 | x | 1.3%[50 µM] | x
Cc1ccc(S(=O)(=O)N2CCCCC2)cc1C(=O)N1CCN(c2ccccn2)CC1 | -1% | 5% | -0.1% | 0% | -2% | 0.5 | 53 | 6% | 0.2% | 3.3%
Cc1cc(C)c2c(n1)sc1c(N3CCN(C)CC3)ncnc12 | 8% | 12% | 0.0% | 5% | 8% | 0.0 | 40 | 7% | 0.8% | -1.6%
Cc1cc(=O)[nH]c(SCC(=O)NC(C)C2CC3CCC2C3)c1C#N (stereo unspecified) | -5% | 8% | -0.7% | 4% | -3% | 1.3 | 58 | 18% | 0.3% | 5.4%
C=CCOc1c(Cl)cc(CNc2nccs2)cc1OC | -3% | 3% | -1.2% | -3% | -1% | 1.1 | 59 | 2% | 0.0% | 0.5%
CC(C)(C)Cc1nnc(NS(=O)(=O)Cc2ccccc2)s1 | 4% | 9% | -0.1% | -1% | 0% | -0.9 | 39 | -1% | 0.2% | -1.0%
Cc1ccnc(NC(=O)c2cc(S(=O)(=O)N3CCCCC3)ccc2Cl)c1 | -5% | 6% | -0.3% | -1% | -6% | -0.7 | 91 | 4% | 0.7% | 0.0%
CC(=O)c1ccc(-n2nncc2C(C)(C)C)cc1 | -3% | 1% | 0.8% | -3% | 7% | 1.2 | 51 | -2% | 2.7% | -0.1%
Cc1ccc(C(=O)c2coc3ccc(O)cc23)cc1 | 3% | 11% | -1.1% | 2% | 8% | 2.8 | 86 | 2% | 2.9%[50 µM] | 9.4%
Cc1ccc(C)c(NC(=O)CN2C(=O)CC(C)S(=O)(=O)c3ccccc32)c1 (stereo unspecified) | -4% | 10% | 0.4% | -4% | 7% | 1.4 | 46 | 6% | 0.4% | 1.3%
Nc1nc2n(n1)C1(CCCCC1)C1=C(CCCC1)N2 | x | x | -0.1% | -1% | 8% | x | x | 11% | x | 0.1%
